Screening data as filed in PubChem BioAssay.
697 NFkB inh = lowers PMA/ionomycin-induced NF-kB signal in 697 B cells. 697 B-cell NF-kB luciferase reporter, 16 h. inhibition, % at 4 µM. 330,000 compounds, 0.33% hits; in the data active = inhibition above about 35%
CCR6 antag = blocks CCL20-driven beta-arrestin recruitment at human CCR6 | P51684 | CHO-K1 CCR6 PathHunter beta-arrestin, luminescence, CCL20-stimulated | inhibition, % at 20 µM | 340,000 compounds, 0.49% hits | AID 493098;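 active = compounds whose inhibition of the agonist-driven luminescence signal at 20 µM reaches about 50%, limit read from the data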;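 note: cells stimulated with CCL20 at 14 nM final; plate controls were DMSO with CCL20 for no effect and DMSO without agonist for full effect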
Jurkat NFkB inh = inhibitors of the PMA/ionomycin-induced NF-kB reporter in Jurkat cells | PMA/ionomycin-induced NF-kB luciferase reporter, luminescence | inhibition, % at 4 µM | 330,000 compounds, 0.53% hits | AID 435003; in the data active = inhibition above about 50%
EBI2 block = antagonists of human EBI2 receptor | EBI2 beta-arrestin recruitment, luminescence, 7a,25-OHC stimulated | inhibition, % at 5 µM | 360,000 compounds, 0.81% hits; in the data active = inhibition above about 38%;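 note: enzyme fragment complementation signal reports receptor beta-arrestin coupling in cells; 0% = agonist plus DMSO wells and 100% = wells without agonist; some results beyond the cut were filed as inactive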
Mdm2 MdmX PPI = inhibitors of human Mdm2/MdmX interaction; O15151+Q00987; SaOS-2 split-luciferase Mdm2/MdmX complementation, luminescence; inhibition, % at 8 µM; 330,000 compounds, 3% hits;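 active = inhibition of at least 50% at 8 µM in the primary screen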
Target sequence (O15151 whole entry, looked up): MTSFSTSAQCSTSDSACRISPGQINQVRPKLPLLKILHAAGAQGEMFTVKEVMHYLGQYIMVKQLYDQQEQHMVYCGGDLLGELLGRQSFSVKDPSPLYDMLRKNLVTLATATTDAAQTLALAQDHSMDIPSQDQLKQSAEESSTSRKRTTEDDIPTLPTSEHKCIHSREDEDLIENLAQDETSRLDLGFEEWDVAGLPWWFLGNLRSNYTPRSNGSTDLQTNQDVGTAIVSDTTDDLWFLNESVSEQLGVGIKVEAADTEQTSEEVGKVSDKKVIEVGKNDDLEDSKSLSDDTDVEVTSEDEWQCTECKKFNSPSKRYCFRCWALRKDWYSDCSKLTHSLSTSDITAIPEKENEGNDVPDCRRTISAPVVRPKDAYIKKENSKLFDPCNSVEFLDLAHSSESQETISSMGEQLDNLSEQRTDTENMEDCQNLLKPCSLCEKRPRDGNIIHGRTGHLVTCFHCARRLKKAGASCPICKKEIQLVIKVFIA
Target sequence (Q00987 whole entry, looked up): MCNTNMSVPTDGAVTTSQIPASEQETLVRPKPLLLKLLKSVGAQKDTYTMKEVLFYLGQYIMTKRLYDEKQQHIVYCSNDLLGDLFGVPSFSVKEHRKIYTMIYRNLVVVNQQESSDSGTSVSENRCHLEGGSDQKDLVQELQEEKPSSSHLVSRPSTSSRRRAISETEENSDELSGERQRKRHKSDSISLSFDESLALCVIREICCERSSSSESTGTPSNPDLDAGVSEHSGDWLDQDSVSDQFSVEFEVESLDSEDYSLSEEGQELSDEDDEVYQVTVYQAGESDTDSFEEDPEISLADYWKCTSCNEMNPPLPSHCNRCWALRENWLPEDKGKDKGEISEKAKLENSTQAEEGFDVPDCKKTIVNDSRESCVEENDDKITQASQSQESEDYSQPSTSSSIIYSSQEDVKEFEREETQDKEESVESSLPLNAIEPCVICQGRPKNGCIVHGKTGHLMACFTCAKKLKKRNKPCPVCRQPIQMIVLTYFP
Gli-Sufu antag = blocks Gli-Sufu signaling in a luciferase reporter; Sufu-KO-LIGHT fibroblasts, Gli luciferase reporter luminescence; inhibition, % at 5 µM; 340,000 compounds, 0.74% hits;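 active = inhibition above about 55%, limit read from the data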;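 note: 0% = DMSO-treated cells and 100% = wells with medium but no cells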
XBP1 UPR activ = activators of adaptive arm of unfolded protein response (XBP1); CHO-XBP1 luciferase reporter, IRE1-XBP1 UPR activation, luminescence; percent of tunicamycin response, DMSO as zero; activation, % at 20 µM; 330,000 compounds, 0.33% hits; AID 463104;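 active = versus positive control, 20 µM dose yields 30% or more activation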;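 note: 100% = tunicamycin at 10 µg/mL and 0% = DMSO only wells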
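Material: CHO-XBP1 cells stably carrying IRE1-XBP1-driven luciferase reporter / Amount: 1000 cells per well / Compound: 20 µM, 1% DMSO / Times: 6 h treatment, 37 °C / Detection: luciferase luminescence / Measure: % activation of reporter signal versus tunicamycin and DMSO controls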
CHOP UPR activ = activators of apoptotic arm of unfolded protein response (CHOP). 330,000 compounds, 0.34% hits. CHO-CHOP luciferase reporter, UPR activation, luminescence; percent of tunicamycin response over DMSO baseline. AID 449763. activation, % at 10 µM;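 active = at 10 µM dose, activation of 40% or more, normalized to positive control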;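 note: 100% = tunicamycin at 10 µg/mL and 0% = DMSO alone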
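Assay system: CHO-CHOP cells, stable luciferase reporter of PERK-eIF2a-CHOP signalling / Buffer or medium: F12 plus 10% serum / Compound dosing: one dose, 10 µM in 0.5% DMSO / Times: 6 h compound treatment, 37 °C / Technique: luciferase luminescence / Read-out: % reporter activation, DMSO baseline versus tunicamycin full activation / Benchmarks: tunicamycin and DMSO controls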
CXCR6 inh = CXCR6 (human) receptor inhibition | CHO-K1 PathHunter CXCR6 beta-arrestin, luminescence | O00574 | 360,000 compounds, 0.36% hits | AID 602244 | inhibition, % at 20 µM; in the data active = inhibition above about 34%, passing the limit was not always enough;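 note: antagonist mode with CXCL16 agonist at 10 nM final; 0% = 10 nM CXCL16 with DMSO and 100% = unstimulated wells without agonist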
* hit, by the source's call.

SMILES	697 NFkB inh	CCR6 antag	Jurkat NFkB inh	EBI2 block	Mdm2 MdmX PPI	Gli-Sufu antag	XBP1 UPR activ	CHOP UPR activ	CXCR6 inh
Cc1oc(-c2ccccc2Cl)nc1CN1CCCCC1CO (stereo unspecified)	3	2	-2	4	-6	14	4	-1.1	5
COc1ccc(CCN2CC(C(=O)N3CCC(O)(c4ccccc4)CC3)CCC2=O)cc1 (stereo unspecified)	19	8	-6	16	19	3	-3	-0.1	-1
CCn1c(=O)cc(OCC(=O)O)c2ccccc21	-32	0	-3	1	17	0	-1	-2.1	5
CC(=O)c1cccc(NC(=O)Nc2ccc(C(=O)N3CCOCC3)cc2)c1	-7	1	1	-7	47	-4	2	-2.1	-8
Cc1ccc(CNC(=O)Cc2ccc(-n3cccc3)cc2)cc1	-42	-8	53*	-6	39	8	-2	-1.2	-2
NCCN1CCN(S(=O)(=O)c2ccc([N+](=O)[O-])cc2)C=C1c1ccc(Cl)cc1	14	-3	-3	-34	-27	-2	0	0.2	-20
CS(=O)(=O)N(Cc1ccco1)CC(O)Cn1c2ccccc2c2ccccc21 (stereo unspecified)	8	1	7	0	14	6	-2	-1.4	-11
CS(=O)(=O)c1ccc(NC(=O)c2cccc(-n3cnnn3)c2)cc1	4	-11	4	-9	-6	-5	1	-1.1	1
Cc1ccc(S(=O)(=O)CCC(=O)Oc2ccc(-c3nnco3)cc2)cc1	13	-3	4	-6	0	-5	-1	1.1	3
Cc1ccc(N2C(=O)c3n[nH]c(C)c3C2c2ccccn2)cc1 (stereo unspecified)	3	3	5	1	19	13	4	-1.4	-7
O=C(NC(=S)NC1CCN(Cc2ccccc2)CC1)c1ccc(F)cc1	-10	11	-16	4	28	12	-2	-1.1	17
O=C(NCCN1CCOCC1)C(=O)NCC1OCCN1C(=O)c1ccc(Cl)cc1 (stereo unspecified)	7	-7	-1	-11	8	-4	-1	-0.4	-13
Cc1c(NS(=O)(=O)c2ccc(N3CCCCC3)c([N+](=O)[O-])c2)c(=O)n(-c2ccccc2)n1C	12	17	10	-9	5	3	-2	1.2	-1
O=C(COC(=O)c1ccc(O)cc1)Nc1ccc2c(c1)OCO2	8	3	-15	-8	-1	-4	-1	0.9	-5
O=C(CC1SCCNC1=O)Nc1cccc([N+](=O)[O-])c1 (stereo unspecified)	-3	-2	1	-3	-5	8	1	-0.4	-2
CC1CN(C(=O)CCC(=O)N2CCCCC2)c2ccccc2O1 (stereo unspecified)	-15	5	4	-2	-27	-14	-1	-0.4	-14
CC(C)CC(=O)NC(=S)Nc1cccc(NC(=O)c2ccccc2Cl)c1	0	1	-1	6	27	-4	0	0.9	-7
COc1cc(CNC(=O)C2CCCC2)cc(OC)c1OC	-8	-4	-11	1	2	4	-1	0.5	-9
CCNc1nc(NCC)n2c(SCc3nc4ccccc4c(=O)[nH]3)nnc2n1	3	9	-19	-12	0	-3	-3	-1.9	-5
NC(=O)c1nsc(C(=O)N(c2ccc(F)cc2)C(C(=O)NC2CCCC2)c2ccncc2)c1N (stereo unspecified)	1	13	3	4	-5	-14	10	2.9	6
FC(F)(F)c1nnc2ccc(N3CCOCC3)nn12	17	-20	-4	-2	-5	6	-1	0.0	2
CCCOc1ccc(C(=O)ON=C2CCN(C)CC2)cc1	14	-15	1	-5	-9	-7	0	-0.9	-9
O=C(NC1CCS(=O)(=O)C1)c1cnccn1 (stereo unspecified)	3	7	2	-9	4	-9	-1	-1.8	0
COc1ccc(CN(C)C(=O)Cc2c[nH]c3ccccc23)cc1	-5	11	14	52*	-10	1	-1	0.8	-4
COc1cnc(-c2ccccc2)nc1OC	3	2	-2	3	-6	-4	14	0.0	2

The list continues.
SMILES	697 NFkB inh	CCR6 antag	Jurkat NFkB inh	EBI2 block	Mdm2 MdmX PPI	Gli-Sufu antag	XBP1 UPR activ	CHOP UPR activ	CXCR6 inh
Fc1ccc(-c2csc(N3CCOCC3)n2)cc1	-46	-18	-31	4	7	30	5	5.2	9
CCC(=O)Nc1cccc(C(=O)OCC(=O)c2ccccc2Cl)c1	-40	2	-6	0	-36	-39	3	4.0	4
Cc1occc1C(=O)NC1CCCN(Cc2ccc(Cl)cc2)C1 (stereo unspecified)	9	8	5	8	-2	-8	-9	1.0	-2
CC(=O)Oc1ccc(C(=O)Nc2cccc(-c3nnc(-c4ccco4)o3)c2)cc1	12	5	9	-16	22	-2	0	1.7	-8
CCOC(=O)N1CCN(Cc2nc(-c3ccc(OC)cc3)no2)CC1	11	-16	-9	-7	3	4	0	-2.3	-13
COc1cccc(OCC(=O)NNC(=O)CCc2ccccc2)c1	26	0	2	0	-12	1	-1	-1.4	-7
Cc1ccc(S(=O)(=O)NC(=O)C2CCCCC2)cc1	12	-6	-10	-3	-5	-3	2	-2.4	-4
CC(OC(=O)c1cccs1)C(=O)Nc1nc(-c2ccccc2)cs1 (stereo unspecified)	6	6	-6	8	-11	-29	0	-1.0	-1
CC(C)c1ccc(C(=O)CSc2ncn[nH]2)cc1	-39	13	-20	-21	-29	-24	-1	2.4	-2
COC(=O)/C(=C\C(=O)c1ccccc1)Nc1cccc(C(F)(F)F)c1	9	18	-24	-3	-23	-9	3	3.1	9
Cc1cccc(C)c1NC1=NC(=S)N(c2ccccc2)C12CCOC(C)(C)C2 (stereo unspecified)	-3	13	3	8	30	-7	-1	-0.6	4
COc1cc(C(=O)Nc2sc3c(c2C#N)CCN(C(C)=O)C3)cc(OC)c1OC	7	-8	0	2	8	7	1	0.7	-8
O=C(/C=C/c1cccc([N+](=O)[O-])c1)N1CCN(S(=O)(=O)c2cccs2)CC1	25	7	16	47*	22	-7	-6	-0.5	1
Cc1ccc2nsnc2c1S(=O)(=O)N1CCCC1C(=O)O (stereo unspecified)	-33	2	-17	-7	-41	-3	-2	-1.6	2
COc1ccc(CCNC(=O)c2cc3c(=O)n(C)c4ccccc4c3n2C)cc1OC	25	2	0	16	38	0	-1	-1.5	-6
COc1ccc(OC)c(S(=O)(=O)Nc2ccc3oc4c(c3c2)C(=O)CCC4)c1	-14	8	-15	2	6	0	-3	-1.6	0
Cc1cc([N+](=O)[O-])ccc1NC(=O)CSc1nncn1-c1cccnc1	8	-4	13	-5	1	-14	1	1.3	0
O=C(COC(=O)c1ccc(F)cc1F)Nc1cccc(S(=O)(=O)N2CCOCC2)c1	-4	10	9	-1	-14	0	3	0.7	-8
COCCNC(=O)c1cccc(S(=O)(=O)N2CC3(C)CC2CC(C)(C)C3)c1 (stereo unspecified)	-18	8	-28	8	21	5	1	0.0	1
Clc1nccc(NCc2ccccc2)n1	-4	-3	-28	3	24	2	-1	1.6	3
Cc1cc(C)nc(SCc2nc(N)nc(-c3ccccc3O)n2)n1	7	4	1	4	27	4	2	-1.0	-6
C[C@H](NC(=O)c1ccc2c(c1)OCO2)c1nnc2ccccn12	-12	-2	11	-3	-1	4	-7	2.1	6
O=C(O)c1ccccc1NCc1ccncc1	10	-4	5	-4	2	-1	1	-1.9	-7
CSCC[C@@H](CO)NC(=O)c1ccc2nc(C3CCCCC3)oc2c1	5	14	-10	5	10	-4	1	1.4	-2
CCC(C)c1ccc(C2C3=C(Nc4nc(N)[nH]c(=O)c42)c2ccccc2C3=O)cc1 (stereo unspecified)	5	22	9	7	40	14	-2	-0.8	21

Next results follow:
SMILES	697 NFkB inh	CCR6 antag	Jurkat NFkB inh	EBI2 block	Mdm2 MdmX PPI	Gli-Sufu antag	XBP1 UPR activ	CHOP UPR activ	CXCR6 inh
O=C(Nc1nnc(/C=C/c2ccccc2)s1)c1ccco1	-12	-3	12	-6	-1	2	4	1.9	-5
Cc1oc(-c2ccccc2Cl)[n+]([O-])c1C	12	-9	7	-9	-15	-1	1	1.3	-2
S=C1NCN(Cc2ccco2)CN1CCc1ccccc1	-12	-1	-7	1	0	-3	1	-0.4	7
CC(=O)c1c(C)oc2ccc(N(C(=O)c3ccncc3)S(=O)(=O)c3ccccc3)cc12	-2	-4	-4	-10	32	9	-2	0.4	-3
CCCn1c(=O)[nH]c(=O)c2c1nc(-c1ccccc1)n2CCN1CCOCC1	12	-8	2	-5	12	-2	4	-0.8	-9
CC(C)Oc1ccc(S(=O)(=O)N2CCOCC2)cc1NC(=O)CCCSc1ccccc1	7	24	-5	3	-3	0	-2	-0.4	-6
Cc1cccn2c(=O)c3cc(S(=O)(=O)c4ccc(Br)cc4)c(=N)n(C4CCCCC4)c3nc12	-8	14	7	18	32	-5	2	3.5	10
COc1ccc(S(=O)(=O)N2CCN(c3ncnc4c(-c5ccccc5)nsc34)CC2)cc1	-8	1	-8	3	18	19	1	3.4	-8
COc1ccc(/C=C/C(=O)OCC(=O)Nc2cccc(Oc3ccccc3)c2)c(OC)c1	15	24	0	5	12	-10	-5	0.9	2
COc1ccc(NC(=O)COC(=O)c2ccc3ccccc3n2)cc1	13	4	-10	-3	-19	-18	-4	0.3	-1
CCOc1ccccc1OCCCC(=O)N(CC)CC(=O)Nc1c(F)cccc1F	12	5	-12	-10	-3	2	-3	1.4	-5
CCOC(=O)c1c(C)oc(/N=C/c2ccccc2O)c1C#N	-72	21	-36	1	45	2	-6	0.5	-9
CCN(Cc1nc2ccccc2c(=O)[nH]1)C(=O)c1cccc(NC(=O)c2cccs2)c1	-7	-6	6	0	0	2	2	0.7	-2
COc1cccc(NC(=O)c2nc3ncccn3n2)c1	16	13	6	-9	4	-6	-2	-3.3	-6
CC(SC(=S)N1CCOCC1)C(=O)O (stereo unspecified)	14	10	-8	-11	11	16	-1	-4.7	1
COc1ccc(NC(=O)CSCC(=O)N=c2sccn2C)cc1	6	4	6	-11	12	7	-4	0.3	-2
Cc1ccccc1C(=O)c1cccn1CC(=O)NCc1ccco1	-7	15	7	-3	-19	2	9	-1.5	1
C=CCNC(=O)c1onc(CSc2ccc(F)c(F)c2)c1C(=O)O	-4	3	-16	-6	10	-9	-1	-0.6	-2
O=c1[nH]c(C2CCCN(S(=O)(=O)c3ccccc3)C2)nc2c1nnn2Cc1ccc2c(c1)OCCO2 (stereo unspecified)	-15	6	8	8	16	8	-2	1.2	8
O=C(COC(=O)c1ccc(S(=O)(=O)N2CCCCC2)cc1)NCc1ccc(F)cc1	-12	4	-13	5	15	-7	-3	2.3	4
CN(C)S(=O)(=O)c1cccc(NC(=O)CSc2cccc3cccnc23)c1	3	71*	3	29	97*	17	-5	162*	51*
O=C(CNc1cccc(S(=O)(=O)N2CCCCC2)c1)Nc1ccccc1F	5	-3	13	-1	8	8	1	2.1	12
